Vif-A3F inh – qHTS for Inhibitors of Vif-A3F Interactions: qHTS; HeLa A3F-eYFP + Vif (tagged APOBEC3F with the HIV-1 protein that degrades it), YFP fluorescence increase; Potency, µM (doses to about 46.1 µM), without a hit: at the highest dose activity, negative = active; hit rate 0.2% among 390,000; AID 602313, 2012; also: potency is read from the fitted curve at half-maximal effect; % of control where 0% means no effect; nearly all actives have a fitted effect of over 65% in size
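HeLa cells stably expressing A3F-eYFP plus Vif, plated and incubated overnight at 37 deg C, then exposed to compounds overnight at 37 deg C. Blocked degradation read as raised yellow fluorescence (Ex 488/Em 500-530).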
Glioma ERSR ind – qHTS for Inducers of the Endoplasmic Reticulum Stress Response (ERSR) in Human Glioma: qHTS; Potency, µM, for the others: at the highest dose activation, usual class: activators; U87-MG GRP78 promoter luciferase reporter, 16 h; hit rate 0.02% among 420,000; also: potency is read from the fitted curve at half-maximal effect; series mostly up to about 76 µM; % of control where 0% means no effect; nearly all actives have a fitted effect of over 35% in size
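Stably transfected U87-MG glioma cells carrying a GRP78-based luciferase sensor; 16 h compound incubation. Luminescence end-point read 10 min after Bright-Glo addition at room temperature.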
LDHA block – qHTS assay for inhibitors of human lactate dehydrogenase | L-lactate dehydrogenase A chain (Homo sapiens), P00338 | purified LDHA, NADH/diaphorase-resazurin fluorescence; hits give low values | activity change, % (values are at about 110 or 230 µM) | hit rate 0.15% among 480,000; in the data active = activity change below about -30%; inconclusive = mostly about -25% to -30%;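 also: plate controls were DMSO wells for no effect and wells without enzyme for full effect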
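Resorufin fluorescence (ex540/em590), read at 0 and 20 min after diaphorase/resazurin addition, reports the NADH left after a 5 min room-temperature reaction of 2 nM human LDH5 with 0.06 mM NADH and 0.2 mM pyruvate.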
USP1 inh – Inhibitors of USP1/UAF1: Primary Screen; Ubiquitin carboxyl-terminal hydrolase 1 (Homo sapiens), O94782; recombinant USP1/UAF1, Ub-Rhodamine cleavage fluorescence; Potency, µM (series often up to 57.1 µM), inactives show at the top dose activity change, negative = inhibition, most hits filed as inhibitors; hit rate 0.23% among 390,000; also: potency is read from the fitted curve at half-maximal effect; % is scaled to controls: 0 for no effect and ±100 for the full control effect; nearly all actives have a fitted effect of over 60% in size; inactives centre near -12
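Step one: compound is pinned into 1nM USP1/UAF1 in HEPES pH 7.8 buffer with TCEP. Step two: 15 min room-temperature incubation. Step three: Ub-Rho (150nM final) starts cleavage, tracked by fluorescence over six one-minute reads.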
mIDH1 inhibitor – qHTS for Inhibitors of mutant isocitrate dehydrogenase 1 (IDH1): qHTS; Isocitrate dehydrogenase [NADP] cytoplasmic (Homo sapiens), O75874; IDH1-R132H enzyme, NADPH consumption, diaphorase/resazurin fluorescence; Potency, µM (top dose mostly 76.6 µM), inactives show at the top dose activity change, negative = inhibition, actives largely listed as inhibitors; hit rate 0.093% among 390,000; AID 602179, 2012; also: potency is read from the fitted curve at half-maximal effect; % is scaled to controls: 0 for no effect and ±100 for the full control effect; nearly all actives have a fitted effect of over 65% in size
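IDH1-R132H (0.5 ug/mL dispensed) in pH 7.5 Tris buffer was preincubated 30 min with compound, then given a substrate mix of 0.016 mM NADPH and 2 mM alpha-KG for 80 min at room temperature; remaining NADPH was read by diaphorase/resazurin fluorescence.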
Vif-APOBEC3G blk – qHTS for Inhibitors of Vif-A3G Interactions: qHTS; HeLa A3G-eYFP + Vif (tagged APOBEC3G with the HIV-1 protein that degrades it), YFP fluorescence, overnight; Potency, µM (doses to about 46.1 µM), inactives show at the top dose activity, negative = active, usual class: inhibitors; DNA dC->dU-editing enzyme APOBEC-3G (Homo sapiens), Q9HC16; hit rate 0.076% among 410,000; AID 602310, 2012;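 also: potency is read from the fitted curve at half-maximal effect; % is scaled to controls: 0 for no effect and ±100 for the full control effect; nearly all actives have a fitted effect of over 60% in size; hits raise eYFP signal because A3G escapes Vif-driven loss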
Target sequence (Q9HC16 whole entry, looked up): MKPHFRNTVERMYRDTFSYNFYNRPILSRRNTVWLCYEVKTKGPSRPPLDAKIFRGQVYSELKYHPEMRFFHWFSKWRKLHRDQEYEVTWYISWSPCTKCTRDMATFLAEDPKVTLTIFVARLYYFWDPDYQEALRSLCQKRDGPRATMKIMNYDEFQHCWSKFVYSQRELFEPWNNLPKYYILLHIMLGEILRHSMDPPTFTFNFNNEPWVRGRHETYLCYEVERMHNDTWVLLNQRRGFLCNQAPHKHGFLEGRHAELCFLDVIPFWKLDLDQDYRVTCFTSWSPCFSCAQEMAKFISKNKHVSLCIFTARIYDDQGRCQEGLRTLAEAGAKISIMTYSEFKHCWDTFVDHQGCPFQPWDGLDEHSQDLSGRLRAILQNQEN
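HeLa cells stably expressing Vif and C-terminally eYFP-tagged A3G, seeded overnight at 37 deg C, then exposed to compound by pintool overnight at 37 deg C. Rise in yellow fluorescence (Ex 488/Em 500-530, Acumen) marks blocked Vif-driven A3G degradation.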
RXFP1 ag – qHTS Assay for Agonists of the Relaxin Receptor RXFP1. Relaxin receptor 1 (Homo sapiens), Q9HBX9. HEK293T-RXFP1 cAMP TR-FRET, 30 min; response scale: percent of porcine relaxin response, buffer zero. Potency, µM (doses to about 57.5 µM), without a hit: top-dose activation, hits mostly activators. hit rate 0.3% among 370,000; also: potency is read from the fitted curve at half-maximal effect; % is scaled to controls: 0 for no effect and ±100 for the full control effect; nearly all actives have a fitted effect of over 60% in size; many of its hits are not listed in these tables
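HEK293 cells stably expressing RXFP1, treated 30 min at 37C with compounds plus PDE4 inhibitor Ro 20174; cAMP measured by HTRF TR-FRET. Normalized to buffer and 29 nM porcine relaxin; EC50 by Hill fit.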
PI4K2A block – qHTS for small molecular inhibitors of PI4K2A; Phosphatidylinositol 4-kinase type 2-alpha (Homo sapiens), Q9BTU6; purified PI4K2A, ADP-Glo luminescence, 1 h; hits give low values; activity change, negative = inhibition, % at 76.9 µM; hit rate 0.13% among 420,000; in the data active = activity change below about -50%; inconclusive = mostly about -30% to -49%;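 also: -100% = wells without enzyme as full effect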
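PI4K2A activity was measured by ADP-Glo luminescence: enzyme (4 ug/mL stock) and phosphatidylinositol (1.2 mM stock) in Tris pH 7.5/MgCl2/EGTA/Triton X-100 buffer were reacted with ATP (300 microM stock) for one hour at ambient temperature.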
TrxR1 substrate – qHTS Assay for Substrates of Mammalian Selenoprotein Thioredoxin Reductase 1 (TrxR1): qHTS. Potency, µM (highest dose often 114 µM), for the others: at the highest dose activity change, negative = substrate turnover. purified TrxR1 substrate turnover, NADPH consumption readout. hit rate 0.01% among 390,000; also: potency is read from the fitted curve at half-maximal effect; % is scaled to controls: 0 for no effect and ±100 for the full control effect; nearly all actives have a fitted effect of over 50% in size
Target sequence (O89049 whole entry, looked up): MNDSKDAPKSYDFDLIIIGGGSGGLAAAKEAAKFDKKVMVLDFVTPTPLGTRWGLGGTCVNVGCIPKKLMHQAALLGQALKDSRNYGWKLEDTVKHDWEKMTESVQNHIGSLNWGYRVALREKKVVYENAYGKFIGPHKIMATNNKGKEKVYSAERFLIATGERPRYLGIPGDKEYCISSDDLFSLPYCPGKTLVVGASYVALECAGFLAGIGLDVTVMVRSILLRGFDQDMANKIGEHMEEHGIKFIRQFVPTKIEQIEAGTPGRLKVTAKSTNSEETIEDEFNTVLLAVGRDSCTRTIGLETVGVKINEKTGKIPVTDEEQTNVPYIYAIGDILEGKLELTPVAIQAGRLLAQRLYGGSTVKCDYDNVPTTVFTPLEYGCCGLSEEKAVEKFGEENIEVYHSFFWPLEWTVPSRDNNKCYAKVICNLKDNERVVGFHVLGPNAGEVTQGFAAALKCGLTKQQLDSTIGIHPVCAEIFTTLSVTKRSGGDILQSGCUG
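Rat TrxR1, dispensed at 90 nM, was prereduced with 400 uM NADPH (final) for 5 min at ~22 deg C, then incubated with compound 15 min before 400 uM selenite. A first-read NADPH fluorescence drop versus no-compound background flagged substrates.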
* marks the source's active call; other numbers are inactive results; u = inconclusive; x = not tested or not shown; & = joins results of further samples; [ ] = remark or other dose. Unless noted, calls follow the shape of the dose curve; as a rule, active = well fitted curve in the direction sought with a large enough effect; inconclusive = small, poorly fitted or top-dose-only effect, or another doubt; inactive = no such curve, though single readings can be large; an effect the other way counts as inactive or inconclusive. Some of the compounds tested; rates above refer to the full screens.

SMILES	Vif-A3F inh	Glioma ERSR ind	LDHA block	USP1 inh	mIDH1 inhibitor	Vif-APOBEC3G blk	RXFP1 ag	PI4K2A block	TrxR1 substrate
CC(=O)Nc1ccc(S(=O)(=O)N(C)CC(=O)OCC(=O)N2CCCCCC2)cc1	-7%	12%	-10	-21%	0%	1%	0.5%	1	3%
O=C(/C=C/c1ccccc1)NC1CCSC1=O (configuration not stated)	2%	-1%	-1	-18%	5%	0%	2.5%	-1	-6%
N#CCC(=O)Nc1ncn(Cc2ccccc2Cl)n1	-3%	-4%	-2	-6%	-3%	-1%	0.3%	1	-7%
O=C(CSCC(=O)Nc1nccs1)Nc1ccccc1	6%	-3%	-1	-1%	10%	-1%	0.8%	-12	-7%
COc1ccc(C(=O)NNC(=O)CSc2nnnn2C)cc1	5%	-4%	-12	-22%	0%	8%	-0.8%	-6	-3%[57.1 µM]
CCNC(=S)N1CCc2cc(OC)c(OC)cc2C1COc1ccc(F)cc1 (configuration not stated)	0%	u	-3	-17%	-1%	-6%	-0.8%	-5	-7%
CCN(CC)c1ccc(C(=O)OCC(=O)N(C(C)C)C(C)C)cc1	-7%	-1%	2	-10%	7%	1%	0.3%	-6	9%[57.1 µM]
Cc1ccc(CNc2nc(-c3cccs3)nc3ccccc23)cc1	-17%	-4%	1	u	2%	4%	0.4%	0	8%
NNC(=O)[C@H](Cc1ccccc1)NC(=O)Nc1ccc2c(c1)OCCO2	-20%	-2%	-13	-11%	-5%	-5%	1.7%	1	-5%
Cc1cc(Nc2nnnn2-c2ccccc2)n(-c2ccc(Cl)cc2)n1	-9%	-6%	1	1%	0%	2%	-0.5%	7	-9%
Cc1ccccc1Nc1nc(N)nc(CSCC(=O)Nc2cccc(Br)c2)n1	-8%	6%	4	-22%	5%	-1%	0.7%	-2	-8%
COc1ccc(/C=C(\NC(=O)c2ccc(C)cc2)C(=O)NCCCn2ccnc2)cc1	-1%	-3%	0	-20%	-6%	1%	-0.4%	9	-2%
CCC(C)(C)NC(=O)C(c1ccc(F)cc1)N(Cc1ccccc1)C(=O)c1cnccn1 (configuration not stated)	-13%	-2%	-10	-10%	5%	-4%	-0.5%	0	1%
Cc1ccc(C)c(OCC(=O)OCc2csc(CC(=O)Nc3ccccc3C)n2)c1	-5%	-4%	1	-24%	8%	-5%	x	3	x
O=C(c1ccc2c(c1)C(=O)N(CCCO)C2=O)c1ccc2c(c1)C(=O)N(CCCO)C2=O	-2%	-6%	2	-8%	3%	3%	6.6%	2	6%[57.1 µM]
CCCNC(=O)NC(=O)CSc1nc(C)cs1	-10%	-5%	-5	-10%	-4%	1%	1.9%	2	6%[57.1 µM]
COC(=O)c1ccc(NC(=O)CSc2nnc(C3CC3)n2C)cc1	6%	0%	1	4%	9%	-7%	0.1%	-2	4%
CCOc1ccc(NC(=O)CCn2nc(C)c(S(=O)(=O)N3CCCCC3)c2C)cc1	2%&2%	-6%&-4%	-3&5	-21%&-18%	3%&15%	-12%&7%	0.4%&-0.2%	8&1	1%
O=[N+]([O-])c1ccccc1CNC(Cc1ccccc1)c1ccccc1 (configuration not stated)	-9%	-4%	-4	-6%	2%	-3%	0.2%	-2	6%[57.1 µM]
Cc1cc(C)n2c(SCC(=O)Nc3c(C)n(C)n(-c4ccccc4)c3=O)nnc2n1	-5%	-4%	-1	-8%	8%	0%	0.6%	-7	-8%
COc1cc(/C=N/n2nnnc2N)cc(Cl)c1OC	7%	-3%	-2	-22%	0%	1%	x	0	-3%
COc1cc2cc(C(=O)N3CCOCC3)cc(-c3ccc(C)cc3)c2cc1OC	-5%	-6%	4	-1%	-20%	2%	0.2%	-3	-9%
CCOC(=O)C1CCCN(C(=O)C(C)Oc2ccc(Cl)cc2Cl)C1 (configuration not stated)	-21%	-3%	-8	-2%	-3%	2%	1.5%	-3	-7%
COc1ccc(OCC(=O)Nc2cc(OC)cc(OC)c2)cc1	-1%	-2%	4	-1%	4%	-18%	0.2%	0	-5%
O=C(CCNC(=O)c1ccccc1)Nc1ccc(S(=O)(=O)Nc2ncccn2)cc1	1%	0%	0	-3%	3%	0%	x	6	5%
CCN1C(=O)CC(N2CCC(c3nc4ccccc4[nH]3)CC2)C1=O (configuration not stated)	6%	0%	-7	-12%	-1%	-1%	0.4%	2	-7%
CCOC(=O)N1CCN(CCC(=O)Nc2ccccc2OC)CC1	2%	-1%	-11	-20%	-4%	-1%	-0.7%	-1	2%
CCOC(=O)C=C(C(=O)OCC)C(=O)OCC	1%	-5%	0	-20%	15%	7%	2.0%	-1	9%
COC(=O)Nc1nn(-c2ccc(Cl)cc2)c(=O)c(C#N)c1C	-4%	1%	-4	-12%	-3%	-3%	2.2%	3	0%
CCC(C)n1c(SCc2ccccc2)nc2ccsc2c1=O (configuration not stated)	-2%	-2%	-5	-4%	13%	-18%	3.1%	0	-18%
Cc1ccc(S(=O)(=O)NCC(=O)OCC(=O)c2cc(C)n(-c3ccccc3)c2C)cc1	8%	1%	-2	-11%	8%	-1%	0.0%	1	-9%
Cc1ccc(CNC(=O)C2CCN(C(=O)c3cnn(-c4ccccc4)c3-n3cccc3)CC2)cc1	x	x	-6	-22%	x	x	-2.1%	0	0%
CC(Sc1nc2ccccc2n1C)C(=O)NC(c1ccccc1)c1ccccc1 (configuration not stated)	-15%	-5%	13	-24%	-2%	-9%	-0.7%	-1	-10%
Cc1cc(C(C)(C)C)oc1C(=O)Nc1ccc(CC(=O)O)cc1	-6%	-16%	-3	8%	6%	1%	1.2%	5	-4%
COc1cccc(CN2CCc3nc(SCC(=O)Nc4ccccc4)[nH]c(=O)c3C2)c1	5%	-2%	-10	-10%	-17%	3%	-0.8%	-3	0%
COC(=O)c1cc(OC)c(OC)cc1NC(=S)N1CCOCC1	0%	0%	-2	-7%	0%	1%	3.3%	1	-6%
Cc1ccc(NC(=S)N(Cc2ccc(Cl)cc2)Cc2ccc(C(=O)O)cc2)cc1Cl	-1%	-1%	-8	-14%	-6%	1%	4.5%	-3	-1%[57.1 µM]
O=C1c2ccccc2NC(c2ccccc2)N1/N=C/c1ccccc1 (configuration not stated)	2%	-10%	-11	-13%	4%	-12%	0.3%	-1	12%[57.1 µM]
COCCNC(=S)NCCCNc1nc2cc3c(cc2cc1C#N)OCO3	-5%	-2%	8	-11%	5%	1%	-0.8%	5	292%[activator]
O=C1CC(c2ccccc2)Sc2ccccc2N1 (configuration not stated)	-13%	6%	0	-9%	7%	-1%	0.6%	-6	-10%

As entered above:
`O=C(CSCC(=O)Nc1nccs1)Nc1ccccc1` @ RXFP1 ag = 0.8%
`CCOC(=O)C=C(C(=O)OCC)C(=O)OCC` @ PI4K2A block = -1

Going on with the list.
SMILES	Vif-A3F inh	Glioma ERSR ind	LDHA block	USP1 inh	mIDH1 inhibitor	Vif-APOBEC3G blk	RXFP1 ag	PI4K2A block	TrxR1 substrate
CN(C)CCCNC(=O)C[C@H]1C[C@H](C(=O)N2CCCCC2)[C@@]2(CCc3ccccc3)c3[nH]c4cc(-c5ccco5)ccc4c3CCN2C1=O	4%	-6%	2	-12%	3%	-23%	x	-1	17%
CC(C)(C)c1nc2ccc(NS(=O)(=O)c3ccc(F)c(F)c3F)cc2[nH]1	1%	-1%	0	-8%	-16%	-2%	-2.3%	-5	-2%[57.1 µM]
COc1cc(CC(=O)OCn2nnc3ccccc3c2=O)cc(OC)c1OC	1%	-3%	-6	-7%	20%	-1%	3.2%	1	2%[57.1 µM]
COc1ccc(C(=O)NC(NC(=S)Nc2ccc(S(N)(=O)=O)cc2)C(Cl)(Cl)Cl)cc1 (configuration not stated)	-7%	-3%	-34*	-9%	-9%	1%	-3.7%	-12	1%[57.1 µM]
Cc1ccc(N=Cc2cc(Cl)cc(Cl)c2O)nc1	4%	0%	16	-21%	10%	-1%	0.3%	0	23%
COc1cccc(C(NC(C)=O)c2nc(-c3cccs3)cs2)c1 (configuration not stated)	x	2%	-8	x	x	-1%	x	4	x
CCc1nc2c(OCc3ccc(OC(F)F)cc3)cccn2c1N(C)C(=O)c1ccco1	x	-2%	-3	x	x	-7%	x	0	x
Cc1ccc(S(=O)(=O)c2[nH]c(-c3ccccc3)nc2SCC(=O)O)cc1	7%	0%	-9	-10%	0%	8%	-1.3%	0	-4%
Cc1ccc(C)c2c1sc(=NC(=O)CN1C(=O)CCC1=O)n2C	-1%	-2%	-8	-11%	-5%	6%	-0.2%	5	0%
Cc1ccc(Cl)cc1N1CCN(S(=O)(=O)c2ccc3c(c2)CCN3C(=O)C2CCC2)CC1	1%	-1%	0	-20%	0%	-5%	2.0%	-1	0%
